High-throughput results as filed in PubChem.
Keap1 Nrf2 FP – inhibitors of human Keap1-Nrf2 protein-protein interaction; Keap1 Kelch-Nrf2 peptide fluorescence polarization, 1536-well; inhibition, % at 9.4 µM; 340,000 compounds, 0.15% hits; AID 504523; in the data active = inhibition above about 12%;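 note: human Keap1 Kelch domain with fluorescein labeled Nrf2 9mer peptide probe; 0% = neutral control wells and 100% = peptide positive control; higher means more block of Keap1 binding to Nrf2 peptide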
Arr AP2 block – human beta-arrestin and AP2 interaction inhibition. FITC-arrestin peptide / GST-AP2 beads, flow cytometry; AP2 beta2 appendage carries R879A mutation. inhibition, % at 10 µM. 340,000 compounds, 0.31% hits. AID 504490;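 active = inhibition above a set limit, near 3 SD of compounds lacking own fluorescence, cut at about 54% in these data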;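 note: plate controls were DMSO wells for no effect and 5 µM unlabelled arrestin peptide for full effect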
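System: GST-AP2 R879A bound to glutathione beads, E. coli-expressed. Also added: 50 nM FITC-arrestin peptide. Schedule: compound with beads 12 min RT, then probe 1 h RT. Signal: bead flow cytometry, FITC channel. Read-out basis: percent response.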
Cardiac RTF inh – cardiac RTF calcium desensitization; IANBD-labeled cardiac RTF, Ca2+ fluorescence; 340,000 compounds, 0.12% hits; AID 493244; inhibition, % at 7.15 µM; P19429+P45379;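 active = inhibition above the mean inhibition of all tested compounds plus 3 SD, cut at about 17% in these data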;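 note: assay run at fixed EC70 calcium of 1.6 mM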
Wnt act – Wnt/beta-catenin pathway activation; 300,000 compounds, 1.2% hits; Wnt/beta-catenin reporter cell assay, activator, plate reader; activation, % at 9.35 µM; in the data active = activation above about 30%, passing the limit was not always enough;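 note: 0% = neutral control wells and 100% = positive control wells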
C-LANA FP – inhibitors of KSHV LANA C-terminal domain DNA binding | MBP-C-LANA/FAM-LBS DNA binding, fluorescence polarization | inhibition, % at 9 µM | 340,000 compounds, 0.078% hits;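 active = highest replicate inhibition at or above 60% at 9 µM, even if other replicates fall short; inactive = all replicates below 60% inhibition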;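 note: 0% = neutral control wells and 100% = 4 µM acridine orange control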
Pemphigus Ab inh – human desmoglein-3 autoantibody binding inhibition | binding (percent of control), % at 10 µM | 310,000 compounds, 0.48% hits | P32926 | DSG3-coupled beads, scFv-anti-DSG3-GFP binding, flow cytometry; hits give low values;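 active = binding more than 3 SD below its plate's average and above zero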;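 note: hits lower antibody fragment binding to DSG3; some compounds called inactive have numbers as strong as hits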
V-ATPase pH – regulators of yeast V-ATPase proton transport | AID 504577 | response, % at 10 µM | 350,000 compounds, 0.37% hits | S. cerevisiae, pHLuorin cytosolic pH fluorescence; in the data active = response mostly above about 7.3%, no sharp cut-off; inactive = mostly below about 5.4%; note: actives read high; inactives centre near 0; some compounds called inactive have numbers as strong as hits; reference of the scale not given here
MOR-DOR inv ag – inverse agonist of human OPRM1-OPRD1 heterodimerization; P35372+P41143; cell-based MOR-DOR heterodimer luminescence, inverse agonism; inhibition, % at 9.3 µM; 340,000 compounds, 0.21% hits; AID 504357; in the data active = inhibition above about 22%, passing the limit was not always enough;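 note: 0% = cells with DMSO and 100% = wells without cells with DMSO; values of inactives mirror those of a sister screen read the other way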
Target sequence (P35372 whole entry, looked up): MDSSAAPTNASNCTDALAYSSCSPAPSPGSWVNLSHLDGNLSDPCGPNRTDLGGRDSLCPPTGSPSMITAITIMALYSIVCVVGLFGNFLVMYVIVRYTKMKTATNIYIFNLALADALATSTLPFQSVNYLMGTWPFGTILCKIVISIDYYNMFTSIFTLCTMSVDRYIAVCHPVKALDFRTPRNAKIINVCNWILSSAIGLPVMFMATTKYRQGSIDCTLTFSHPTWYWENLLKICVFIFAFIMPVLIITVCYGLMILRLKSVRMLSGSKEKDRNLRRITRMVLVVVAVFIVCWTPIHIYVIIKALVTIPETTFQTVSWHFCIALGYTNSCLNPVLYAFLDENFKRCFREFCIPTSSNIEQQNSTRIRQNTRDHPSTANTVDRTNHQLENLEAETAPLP
Target sequence (P41143 whole entry, looked up): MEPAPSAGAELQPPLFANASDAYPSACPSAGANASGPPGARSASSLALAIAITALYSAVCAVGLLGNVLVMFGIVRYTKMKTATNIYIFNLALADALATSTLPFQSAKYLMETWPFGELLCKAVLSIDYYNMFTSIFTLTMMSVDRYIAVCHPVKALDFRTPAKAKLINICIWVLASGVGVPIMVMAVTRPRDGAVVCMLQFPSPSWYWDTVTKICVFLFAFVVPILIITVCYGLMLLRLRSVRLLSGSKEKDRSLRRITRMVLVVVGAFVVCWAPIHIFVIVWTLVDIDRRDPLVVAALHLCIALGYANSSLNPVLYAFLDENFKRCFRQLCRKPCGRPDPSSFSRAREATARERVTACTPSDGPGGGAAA
OPRM1-OPRD1 ag – OPRM1-OPRD1 heterodimerization agonism; P35372+P41143; cells, luminescence; activation, % at 9.3 µM; 340,000 compounds, 0.3% hits; in the data active = activation above about 18%;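 note: 0% = vehicle-treated cells and 100% = reference agonist; values of inactives mirror those of a sister screen read the other way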
cardiac RTF act – cardiac RTF calcium sensitization. P19429+P45379. IANBD-labeled TnC RTF fluorescence at EC20 calcium; 0% EC20 calcium, 100% full calcium. activation, % at 7.2 µM. AID 493008. 340,000 compounds, 0.24% hits;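 active = activation above the mean over all tested compounds plus 3 SD, cut at about 30% in these data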;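 note: rise in fluorescence read as greater calcium sensitivity of cardiac thin filaments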
* marks the source's active call; other numbers are inactive results; . = no result given.

SMILES	Keap1 Nrf2 FP	Arr AP2 block	Cardiac RTF inh	Wnt act	C-LANA FP	Pemphigus Ab inh	V-ATPase pH	MOR-DOR inv ag	OPRM1-OPRD1 ag	cardiac RTF act
Cc1cc(/C=C2/SC(=S)N(c3ccc([N+](=O)[O-])cc3)C2=O)c(C)n1-c1cccnc1	2	25	12	-7	0.0	99	3	-19	2.6	-4
COc1ccc(Br)cc1CN1CCCC(C(=O)N2CCCCC2)C1 (stereo not drawn)	-11	10	-1	.	-0.2	.	-1	13	-2.6	-6
O=C(Nc1ccc(NC(=O)C2CCCCC2)nc1)c1cccs1	1	24	-2	55*	0.5	102	0	-9	1.2	2
CCc1cccc(C)c1NC(=O)CN(C)Cc1ccccc1F	-2	14	3	.	-0.7	102	3	12	-2.2	6
COCCNC(=O)C(c1ccncc1)N(C(=O)c1sc(C)nc1C)c1cccc(C)c1 (stereo not drawn)	-4	28	-6	-2	0.3	96	-3	5	-0.9	-2
CCc1ccc2c(c1)C(C)=CC(C)(C)N2	-6	3	-4	.	-0.4	107	-3	-10	1.8	2
Cc1cc(=O)oc2c3c4c(cc12)OCCN4CCC3	5	-9	-22	0	4.8	.	3	8	-1.4	5
N#C/C(=C(/O)c1ccc(Cl)c([N+](=O)[O-])c1)c1nc2ccccc2[nH]1	1	42	-2	12	0.2	94	-3	-47	8.8	2
O=C1CCC(=O)N1CC1CC2CCC1C2 (stereo not drawn)	-7	-3	-2	0	-0.4	97	1	-4	0.9	-6
COc1ccc(-c2c(C#N)c(SCc3c(C)noc3C)nc3c2C(=O)CC(C)(C)C3)cc1	2	1	3	.	1.4	.	-3	-2	0.4	0
CC(C)C12CN3CC(C(C)C)(CN(C1)C31C(=O)Nc3ccccc31)C2=O (stereo not drawn)	-3	-8	-29	1	0.7	107	-1	9	-1.8	4
Cc1ccccc1-c1cccc([C@@H]2C[C@H]3[C@H](CON3C)CN2Cc2cc(Cl)cc(Cl)c2)c1	-5	6	-6	1	0.1	103	-2	5	-1.2	-2
CCOc1ccc(NC(=O)NC2CCCCCCC2)cc1	0	-5	3	0	0.6	105	5	9	-1.8	-7
O=C(CCl)N1c2ccccc2Oc2ccc3ccccc3c21	-2	7	-295	8	6.0	94	0	-67	13	226*
CCC(CC)C(=O)Nc1cc(C(=O)OC)ccc1C(=O)OC	-2	-2	7	-2	0.9	101	-1	0	0.0	-2
CCOc1ccccc1N(C(=O)Nc1ccc(Cl)cc1)C1=NC(C)CS1 (stereo not drawn)	-1	-7	-4	13	-0.7	89	-1	-11	1.7	-6
CN(C)C(CNC1CC(C)(C)NC(C)(C)C1)c1cccc(F)c1 (stereo not drawn)	4	-6	-11	1	0.5	108	4	-63	12	-6
Cc1cccc(OCC(=O)Nc2ccc3c4c(cccc24)CC3)c1C	-5	-8	-1	0	1.6	92	0	1	-0.2	-2
CCOC(=O)[C@@H]1[C@H]2COc3ccccc3[C@H]2N2C(=O)N(c3cccc(Cl)c3)C(=O)[C@@]12C	1	9	12	.	-3.2	106	-5	-2	0.3	-5
CCOc1ccc(NC(=O)CCNS(=O)(=O)c2cccs2)cc1	1	1	-18	.	-0.3	103	-1	0	-0.1	7
Cc1cc(C)c(NC(=O)CNC(=O)c2ccc3ncsc3c2)c(C)c1	-2	-4	-1	-2	0.3	.	-2	20	-5.0	-1
COc1cc(C(=O)NC2CCN(CC(=O)Nc3cccc(C)c3C)CC2)cc(OC)c1OC	0	-3	-4	-2	-4.3	105	0	1	-0.3	0
Cc1ccc(NC(=O)N2CCCC2C(=O)NCCc2ccccc2)cc1 (stereo not drawn)	-7	-12	-7	-1	0.6	108	0	-1	0.2	10
O=C(CCc1ccccc1)Nc1ccc(S(=O)(=O)N2CCOCC2)cc1	-2	-3	-6	0	-1.1	94	5	4	-0.7	4
CS(=O)c1nc(-c2ccc(Br)cc2)cc(-c2ccccc2)c1C#N (stereo not drawn)	-3	11	-4	-12	0.9	110	-1	-35	6.3	1
Cc1ccc2oc(-c3cccc(NC(=O)c4ccccn4)c3)nc2c1	-1	27	-5	37*	0.8	121	1	2	-0.3	2
CCOc1ccc(NC(=O)CN(C)C(=O)c2ccc3[nH]c4c(c3c2)CC(C)CC4)cc1OCC (stereo not drawn)	-2	-15	-3	2	0.3	104	3	11	-1.6	-3
CC(C)Cn1c(N)c(C(=O)COC(=O)[C@@H]2CCCN2C(=O)c2cccs2)c(=O)n(C)c1=O	-2	-4	-9	-1	0.7	107	0	3	-0.6	0
CS(=O)(=O)N(CC(=O)N1CCCC1)Cc1ccc(Cl)cc1	0	.	-6	.	-1.0	101	2	12	-2.3	0
CCCCn1c(-c2ccccc2)cnc1SCC(=O)NCCc1ccc(OC)c(OC)c1	1	-9	-4	-2	-1.1	102	-2	5	-0.9	5
CCOC(=O)N1CCN(C(=O)c2ccccc2NC(=O)c2ccc(F)cc2)CC1	-1	20	0	.	-0.6	96	2	12	-2.4	-4
COc1cc(CN2CCNC(=O)C2CC(=O)NC2CCCCC2)cc(OC)c1 (stereo not drawn)	1	12	-3	0	0.4	101	-1	9	-2.8	0
CC(C)NC(=O)CSc1nc2ccccc2n1CC(=O)N(C(C)C)C(C)C	0	27	2	1	-1.2	105	1	.	.	6
O=C(CSc1nc2ccccc2s1)NNC(=S)Nc1ccc(Cl)cc1	0	-7	8	2	-0.9	98	1	16	-3.0	-1
CC(Oc1ncnc2ccccc12)C(=O)Nc1cccc(S(=O)(=O)N2CCOCC2)c1 (stereo not drawn)	-6	-4	6	-3	-0.1	81	-1	15	-2.9	-9
O=S(=O)(Nc1cc(Cl)ccc1-n1cncn1)c1ccccc1Cl	-2	19	1	-3	1.6	106	1	-313	73*	2
COCCNC(=O)c1onc(CSc2ccc(C)c(C)c2)c1C(=O)O	-3	4	-6	-4	0.4	96	-2	10	-2.1	-1
N#Cc1c(N)n(CCOC(=O)c2cccc(Br)c2)c2nc3ccccc3nc12	-7	12	1	.	2.2	98	-1	-12	2.1	3
COc1ccc(NC(=O)CSc2nc3ccccc3nc2N2CCOCC2)cc1	-1	8	1	1	0.4	109	1	14	-2.5	-3
COCP(=O)(c1ccccc1)c1ccccc1	-2	0	-4	0	-0.1	100	-8	1	-0.2	2
CCN1CCN(c2ccc(S(=O)(=O)N3CCCCC3)cc2NC(=O)c2ccc([N+](=O)[O-])s2)CC1	0	6	10	1	-0.1	102	2	-1	0.2	-10
CN(CC(=O)Nc1cccc(F)c1)C(=O)c1ccc(COc2ccccc2)o1	2	8	-3	-1	0.4	122	0	10	-1.8	-2
O=C(Cc1ccc(S(=O)(=O)N2CCOCC2)s1)Nc1nc2c(s1)CCCC2	18*	-2	-2	.	18	112	5	3	-0.5	13
CCCN(CCO)Cc1ccc(Br)cc1	-2	12	-3	.	-0.2	109	0	-5	0.9	-7
CCCN(CC1CC1)C(=O)CCc1nnc(CCc2c[nH]c3ccccc23)o1	7	5	-12	9	1.5	111	0	-3	0.4	-4
CC(C)CCNC(=S)Nc1ccccc1F	-4	1	-4	-1	0.7	110	-2	-7	1.2	0
O=C(Nc1nnc(S(=O)(=O)Nc2ccccc2)s1)c1ccccc1Cl	2	-3	0	-1	-0.4	98	3	11	-2.2	0
OCCCc1ccc(O)c(O)c1	-3	9	6	-2	1.1	100	0	6	-1.0	6
CN(C)CC(O)COc1cccc(OCC(O)CN(C)C)c1 (stereo not drawn)	2	9	1	-3	-1.2	106	0	15	-3.1	-6
COc1ccc(-c2cc(C(=O)Nc3cnn(Cc4ccccc4C)c3)no2)cc1OC	-5	9	5	7	-1.1	99	1	-25	4.8	3
Cc1nc(-c2ccc(F)cc2)c(CC(=O)Nc2cccc(S(=O)(=O)N3CCOCC3)c2)s1	0	-1	3	-1	-0.7	95	-3	9	-1.7	-2
O=[N+]([O-])c1cc2c(c3cccnc13)COCO2	-1	-7	-2	-1	0.7	.	0	10	-2.1	-5
S=C(Cc1ccccc1)NCCc1ccccc1	-1	21	9	-3	-0.4	98	2	12	-2.6	-6
Cc1ccc(-c2ccc(SCC(=O)c3ccccc3)nn2)cc1	3	26	-12	.	-1.2	101	0	2	-0.4	-7
C/C(=N\OC(=O)c1ccccc1)c1cc(-c2ccc(Cl)cc2)no1	0	15	-6	.	-1.6	102	3	2	-0.5	-3
CCOc1ccc(NS(=O)(=O)c2ccc(NC(C)=O)c(OC)c2)cc1	-2	12	-7	-4	2.0	102	-1	15	-3.4	3
COc1ccc(CNc2nc(-c3cccnc3)nn2C(C)=O)cc1	0	11	-12	1	15	100	-1	8	-1.6	-2
CC(C)Oc1ccc(C2c3c(oc4ccccc4c3=O)C(=O)N2CCCN2CCOCC2)cc1 (stereo not drawn)	-1	15	-12	.	-1.9	97	-2	-5	0.8	2
O=C(NC1CCCCC1)C1CC(=O)N(Cc2ccccc2)C1 (stereo not drawn)	-1	-1	6	0	-0.3	100	-3	14	-2.2	-3
C(=N\Nc1nc(N2CCCC2)nc(N2CCCC2)n1)/c1cccnc1	-1	-11	-10	-1	-1.6	101	1	3	-0.4	-2

Going on with the list.
SMILES	Keap1 Nrf2 FP	Arr AP2 block	Cardiac RTF inh	Wnt act	C-LANA FP	Pemphigus Ab inh	V-ATPase pH	MOR-DOR inv ag	OPRM1-OPRD1 ag	cardiac RTF act
O=C(O[C@@H]1[C@H](Cc2ccccc2)NS(=O)(=O)[C@H]2C[C@@H]3C=C[C@]12O3)c1ccccc1Br	4	-6	-4	-1	1.0	100	0	1	-0.1	-6
N#C/C(C(=O)N1CCCCC1)=C1\Nc2ccccc2S1	1	5	-4	13	1.6	.	-1	3	-0.7	1
COc1ccccc1N(CC(=O)NC1CCCC1)C(=O)CCC(=O)Nc1cc(C)on1	-3	-4	-1	.	-1.9	106	-3	10	-1.7	-3
CCCCNC(=S)N(CCN(CC)CC)Cc1cc2cc3c(cc2[nH]c1=O)OCCO3	-2	-14	-2	0	-0.6	107	-1	14	-2.7	1
C#CCN1C=CC(=O)[C@@H](OC(=O)Nc2ccccc2Br)[C@H]1c1ccccc1Br	1	7	-2	-1	-0.7	101	0	17	-3.6	-6
Cc1ccc(NC(=O)CSc2nnc(-c3ccc(S(=O)(=O)N4CCCC4)cc3)o2)cc1C	-1	6	-17	.	-0.9	102	3	4	-0.8	6
Cc1cc2cc(CN(CCN3CCOCC3)C(=O)Nc3ccccc3F)c(=O)[nH]c2cc1C	-3	-12	1	.	0.2	109	-5	-3	0.6	3

4 entries picked at random from those above:
SMILES	Keap1 Nrf2 FP	Arr AP2 block	Cardiac RTF inh	Wnt act	C-LANA FP	Pemphigus Ab inh	V-ATPase pH	MOR-DOR inv ag	OPRM1-OPRD1 ag	cardiac RTF act
CC(C)C12CN3CC(C(C)C)(CN(C1)C31C(=O)Nc3ccccc31)C2=O (stereo not drawn)	-3	-8	-29	1	0.7	107	-1	9	-1.8	4
N#Cc1c(N)n(CCOC(=O)c2cccc(Br)c2)c2nc3ccccc3nc12	-7	12	1	.	2.2	98	-1	-12	2.1	3
O=C(Nc1ccc(NC(=O)C2CCCCC2)nc1)c1cccs1	1	24	-2	55*	0.5	102	0	-9	1.2	2
CCc1cccc(C)c1NC(=O)CN(C)Cc1ccccc1F	-2	14	3	.	-0.7	102	3	12	-2.2	6
